# Screens (PubChem BioAssay)
# TrxR1 substrate – is turned over as a substrate by rat TrxR1. Potency, µM (doses to about 114 µM), for inactives: top-dose activity change, negative = substrate turnover. O89049. actives 0.01% (n = 390,000). purified TrxR1 substrate turnover, NADPH consumption readout; further: potency means the concentration at half of the fitted maximal effect; on the % scale 0 is the no-effect control and ±100 the full control effect; nearly all actives have a fitted effect of over 50% in size
#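 Rat TrxR1, dispensed at 90 nM, was prereduced with 400 uM NADPH (final) for 5 min at ~22 deg C, then incubated with compound 15 min before 400 uM selenite. A first-read NADPH fluorescence drop versus no-compound background flagged substrates.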
# TrxR1 inh – inhibitors of rat thioredoxin reductase 1 | recombinant rTrxR1, NADPH fluorescence consumption, selenite substrate | Potency, µM (top dose mostly 114 µM), for the others: at the top dose activity change, negative = inhibition, hits mostly inhibitors | actives 1% (n = 390,000); further: potency means the concentration at half of the fitted maximal effect; on the % scale 0 is the no-effect control and ±100 the full control effect; nearly all actives have a fitted effect of over 65% in size
#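 Rat TrxR1 (90 nM in the dispensed reagent) was pre-reduced with 400 uM NADPH for 5 min at room temperature, then incubated with compound for 15 min. After 400 uM selenite was added, NADPH fluorescence (Ex 340/Em 450 nm) was followed for 8 min.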
# RGS4 inhibitor – human RGS4 inhibition; P49798; AID 504845; Transcreener GDP fluorescence polarization, RGS4-accelerated GTP hydrolysis; Potency, µM (doses to about 114 µM), inactives show at the highest dose activity change, negative = inhibition, usual class: inhibitors; actives 0.039% (n = 390,000); further: potency means the concentration at half of the fitted maximal effect; on the % scale 0 is the no-effect control and ±100 the full control effect; nearly all actives have a fitted effect of over 75% in size; some results filed as inactive show a strong effect at the top dose
# Target sequence (P49798 whole entry, looked up): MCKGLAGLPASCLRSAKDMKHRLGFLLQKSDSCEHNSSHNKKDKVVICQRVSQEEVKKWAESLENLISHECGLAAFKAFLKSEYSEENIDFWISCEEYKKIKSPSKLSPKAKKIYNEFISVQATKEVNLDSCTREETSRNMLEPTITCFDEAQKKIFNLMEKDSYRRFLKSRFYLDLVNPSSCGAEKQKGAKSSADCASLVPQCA
#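 MLSMR compounds (23 nl, pin-transferred) preincubated 10 min at room temperature with a 500nM (2x) first reagent, then RGS4 at 900nM (2x) plus Transcreener GDP mix added; fluorescence polarization (620/688 nm) read before and after 90 min at 30 °C.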
# mIDH1 inhibitor – blocks human mutant IDH1 R132H enzyme. O75874. IDH1-R132H enzyme, NADPH consumption, diaphorase/resazurin fluorescence. Potency, µM (series often up to 76.6 µM), without a hit: at the highest dose activity change, negative = inhibition, hits mostly inhibitors. actives 0.093% (n = 390,000); further: potency means the concentration at half of the fitted maximal effect; on the % scale 0 is the no-effect control and ±100 the full control effect; nearly all actives have a fitted effect of over 65% in size
# Target sequence (O75874 whole entry R132H, stated change not applied): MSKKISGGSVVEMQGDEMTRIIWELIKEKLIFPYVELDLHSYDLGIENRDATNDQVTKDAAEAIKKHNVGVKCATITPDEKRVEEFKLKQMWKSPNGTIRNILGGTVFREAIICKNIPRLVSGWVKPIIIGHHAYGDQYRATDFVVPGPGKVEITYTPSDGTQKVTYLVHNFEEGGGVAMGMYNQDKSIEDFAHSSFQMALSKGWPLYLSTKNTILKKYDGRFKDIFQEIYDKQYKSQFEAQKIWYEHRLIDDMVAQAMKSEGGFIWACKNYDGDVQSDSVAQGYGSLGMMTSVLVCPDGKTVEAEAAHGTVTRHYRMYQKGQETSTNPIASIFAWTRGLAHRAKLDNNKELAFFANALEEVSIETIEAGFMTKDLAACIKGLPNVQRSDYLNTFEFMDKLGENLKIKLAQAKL
#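 IDH1-R132H (0.5 ug/mL) preincubated 30 min with compound, then NADPH (0.016 mM) and alpha-KG (2 mM) added; 80 min at RT, pH 7.5. Remaining NADPH coupled via diaphorase/resazurin to fluorescence (540/590 nm); concentration-response curves normalized to no-enzyme control.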
# Vif-APOBEC3F blk – blocks the Vif interaction with APOBEC3F | HeLa A3F-eYFP + Vif (tagged APOBEC3F with the HIV-1 protein that degrades it), YFP fluorescence increase | Potency, µM (highest dose often 46.1 µM), inactives show at the highest dose activity, negative = active | actives 0.2% (n = 390,000) | AID 602313; further: potency means the concentration at half of the fitted maximal effect; % of control where 0% means no effect; nearly all actives have a fitted effect of over 65% in size
#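 Fluorescence increase (Ex 488/Em 500-530) after overnight compound treatment at 37 deg C flags inhibition of Vif-driven A3F-eYFP loss in stable HeLa A3F-eYFP/Vif cells seeded overnight beforehand.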
# LDHA inh – inhibitors of human lactate dehydrogenase A; P00338; purified LDHA, NADH/diaphorase-resazurin fluorescence; stronger effect = lower value; activity change, % (values are at about 110 or 230 µM); actives 0.15% (n = 480,000); AID 1347041; in the data active means activity change below about -30%; inconclusive means mostly about -25% to -30%;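 further: plate controls were DMSO wells for no effect and wells without enzyme for full effect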
#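 Human LDH5 (2 nM) was incubated with 0.06 mM NADH and 0.2 mM pyruvate for 5 min at room temperature in Tris pH 7.4. Remaining NADH was coupled through diaphorase/resazurin, and resorufin fluorescence was read at 0 and 20 min.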
# Vif-A3G inh – inhibitors of Vif-APOBEC3G interaction; actives 0.076% (n = 410,000); Q9HC16; Potency, µM (doses to about 46.1 µM), for inactives: at the top dose activity, negative = active, most hits filed as inhibitors; HeLa A3G-eYFP + Vif (tagged APOBEC3G with the HIV-1 protein that degrades it), YFP fluorescence, overnight; AID 602310;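 further: potency means the concentration at half of the fitted maximal effect; on the % scale 0 is the no-effect control and ±100 the full control effect; nearly all actives have a fitted effect of over 60% in size; hits raise eYFP signal because A3G escapes Vif-driven loss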
# Target sequence (Q9HC16 whole entry, looked up): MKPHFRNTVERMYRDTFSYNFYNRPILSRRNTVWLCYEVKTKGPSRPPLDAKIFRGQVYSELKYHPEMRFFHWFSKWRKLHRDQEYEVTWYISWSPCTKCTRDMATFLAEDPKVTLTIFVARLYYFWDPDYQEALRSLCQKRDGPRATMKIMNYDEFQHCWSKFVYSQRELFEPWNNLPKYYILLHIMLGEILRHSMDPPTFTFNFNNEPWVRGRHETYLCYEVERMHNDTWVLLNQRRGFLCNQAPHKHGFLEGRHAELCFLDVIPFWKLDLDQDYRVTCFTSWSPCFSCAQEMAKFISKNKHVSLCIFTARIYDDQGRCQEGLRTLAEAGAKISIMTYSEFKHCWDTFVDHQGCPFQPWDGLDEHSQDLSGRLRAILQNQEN
#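 Read-out is eYFP fluorescence (Ex 488/Em 500-530) from Vif-expressing HeLa A3G-eYFP cells; more signal means A3G escaped Vif-mediated degradation. Cells plated overnight, compound pinned in, incubated overnight at 37 deg C.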
# GRP78 ERSR act – inducers of ER stress response in human glioma cells | U87-MG GRP78 promoter luciferase reporter, 16 h | Potency, µM, inactives show at the highest dose activation, most hits filed as activators | actives 0.02% (n = 420,000) | AID 602332; further: potency means the concentration at half of the fitted maximal effect; series mostly up to about 76 µM; % of control where 0% means no effect; nearly all actives have a fitted effect of over 35% in size
#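 ERSR induction read as luciferase luminescence (Bright-Glo, 10 min at room temperature) in stably transfected human U87-MG glioma cells exposed to compounds for 16 h, using GRP78 as sensor.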
# USP1-UAF1 inh – blocks the human USP1/UAF1 deubiquitinase complex; O94782; recombinant USP1/UAF1, Ub-Rhodamine cleavage fluorescence; Potency, µM (series often up to 57.1 µM), inactives show top-dose activity change, negative = inhibition, actives largely listed as inhibitors; actives 0.23% (n = 390,000); AID 743255; further: potency means the concentration at half of the fitted maximal effect; on the % scale 0 is the no-effect control and ±100 the full control effect; nearly all actives have a fitted effect of over 60% in size; inactives centre near -12
#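 High-throughput fluorogenic screen: 1nM USP1/UAF1 complex, Ub-Rho substrate 150nM final, 50mM HEPES pH 7.8 with 0.5mM EDTA, 0.1 mg/ml BSA, 1mM TCEP and 0.01% Tween-20.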
# An asterisk follows results filed as active; ? = inconclusive; / = no result given; & = joins results of further samples; [ ] = remark or other dose. Unless noted, the call rests on the fitted dose curve; in most records, active means well fitted curve in the direction sought with a large enough effect; inconclusive means small, poorly fitted or top-dose-only effect, or another doubt; inactive means no such curve, though single readings can be large; an effect the other way counts as inactive or inconclusive. Only part of the results is shown. The share of hits here may be higher or lower than overall.
mol,TrxR1 substrate,TrxR1 inh,RGS4 inhibitor,mIDH1 inhibitor,Vif-APOBEC3F blk,LDHA inh,Vif-A3G inh,GRP78 ERSR act,USP1-UAF1 inh
CC(C)Oc1ccc(CNC(=O)C2CCCN(S(=O)(=O)N3CCOCC3)C2)cc1 (stereo unspecified),13%,30%,0%,0%,2%,0,-9%,-3%,-20%
COc1cccc(NC(=O)CN(C)CC(=O)Nc2ccc(Cl)cc2[N+](=O)[O-])c1,10%[57.1 µM],25%[57.1 µM],1%,1%,2%,0,1%,-4%,-18%
Cc1ccccc1OCC(=O)Nc1ccc(C(=O)OCc2cc(=O)n3c(C)csc3n2)cc1,3%[57.1 µM],2%[57.1 µM],7%,13%,1%,1,11%,-2%,-19%
CN1CCc2c(sc3c2C(=O)NC(c2cccs2)N3)C1 (stereo unspecified),66%[activator],0%,?,4%,-11%,3,-5%,3%,?
CCCCn1c(N)c(N(CCOC)C(=O)c2sc3cc(F)ccc3c2Cl)c(=O)[nH]c1=O,-5%[57.1 µM],-4%[57.1 µM],7%,-9%,6%,-7,1%,0%,-11%
CC(NC(=O)CC1SC(N)=NC1=O)c1ccccc1 (stereo unspecified),1%,7%,-9%,-4%,-6%,-5,-12%,-1%,-23%
O=C(C1CCCO1)N1CCN(C(=S)Nc2ccc(Cl)cc2Cl)CC1 (stereo unspecified),1%[57.1 µM],-12%[57.1 µM],9%,-2%,2%,-3,4%,2%,?
COc1ccc(C)cc1NC(=O)CSc1cccc[n+]1[O-],9%,18%,-7%,8%,7%,1,1%,6%,-19%
Clc1ccc(Cn2ncc3c(NCc4cccnc4)ncnc32)cc1,-2%,-5%,-24%,3%,-1%,-5,-1%,-1%,-17%
Cc1cn(-c2cccnc2)c(C)c1CNC[C@H]1O[C@@H](n2cnc3c(N)ncnc32)[C@H](O)[C@@H]1O,0%,?,-7%,-3%,-6%,1,0%,3%,-26%
O=S(=O)(NCc1ccncc1)c1ccc(S(=O)(=O)NCC2CCCO2)cc1 (stereo unspecified),4%,10%,-5%,-3%,-1%,-5,3%,-3%,-7%
COc1ccc(NC(=O)N(Cc2ccc(C)cc2)Cc2ccccn2)c(OC)c1,-6%,-4%,14%,-2%,2%,3,2%,0%,-4%
Cc1sc2ncnc(-n3cnc4ccccc43)c2c1C,27%,16%,14%,0%,-3%,-11,1%,-2%,-11%
Cc1cc(C)cc(OC(=O)c2cccnc2)c1,3%,8%,-1%,8%,-9%,0,9%,-2%,-12%
CCCC(C(=O)n1nc(C)cc1C)C(NS(=O)(=O)c1ccc(C)cc1)c1ccccc1 (stereo unspecified),-1%[57.1 µM],6%[57.1 µM],-17%,-1%,0%,-7,-1%,-6%,-6%
Cc1ccc(CCNC(=O)C2CCN(S(=O)(=O)N3CCOCC3)CC2)cc1,-3%,8%,-9%,2%,3%,-9,0%,0%,-7%
Cc1cc(=O)n(CC(=O)N2CCCCC2)c2c1c(C)nn2C,-2%[57.1 µM],9%[57.1 µM],-14%,2%,-1%,0,1%,-1%,-13%
COc1ccc2nc3n(c(=O)c2c1)-c1ncccc1C(=O)NC3C (stereo unspecified),/,/,/,3%,-8%,-2,-3%,0%,?
COC(=O)Cc1ccc(NC(=S)NCCC(C)C)cc1,-25%[57.1 µM],3%[57.1 µM],-26%,7%,3%,-1,5%,1%,?
Clc1ccccc1OCc1nnc(-c2ccccc2Br)o1,-15%,-17%,-17%,3%,-3%,-2,-8%,4%,-13%

# Continuation.
mol,TrxR1 substrate,TrxR1 inh,RGS4 inhibitor,mIDH1 inhibitor,Vif-APOBEC3F blk,LDHA inh,Vif-A3G inh,GRP78 ERSR act,USP1-UAF1 inh
COc1ccc(/C(C)=N/NC(=O)c2sccc2-n2cccc2)cc1,8%,17%,9%,0%,-4%,-8,1%,2%,-11%
O=C(Nc1ccc(Cl)c(S(=O)(=O)N2CCCCC2)c1)c1cccnc1,-11%,-19%,-8%,-21%,-27%,2,-3%,-1%,2%
CCN(CC)c1ccc(-c2nc3cnccc3n2C)cc1,5%[57.1 µM],14%[57.1 µM],2%,8%,-10%,5,-16%,-2%,-6%
CC(=O)NC(NC(=S)Nc1ccc(N=Nc2ccccc2)cc1)C(Cl)(Cl)Cl (stereo unspecified),-2%[57.1 µM],11%[57.1 µM],2%,-2%,-15%,-13,-2%,-12%,-7%
CCOc1ccc(N(CC(=O)Nc2ccccc2)S(C)(=O)=O)cc1,5%,22%,-7%,10%,1%,-22,-4%,5%,9%
O=C(O)CCC(=O)Nc1ccc(S(=O)(=O)Nc2nccs2)cc1,-4%,-5%,-29%,8%,5%,0,2%,-4%&-6%&-5%,-28%
CCc1ccc(S(=O)(=O)c2cn(Cc3ccccc3)c3cc(F)c(F)cc3c2=O)cc1,-1%,14%,27%,-7%,4%,-9,0%,-2%,?
Cc1ccc(-c2csnn2)cc1,-1%,23%,10%,0%,-5%,-2,-2%,-1%,-10%
Cc1ccc(Cl)cc1N1CCN(CCCNC(=O)c2ccc3nc(N4CCCCC4)sc3c2)CC1,4%,6%,-4%,7%,4%,-2,8%,1%,-6%
Cn1c2ccccc2c2n[nH]c(=S)nc21,-8%,-4%[57.1 µM],-52%,0%,-2%,-9,-13%,-3%,-16%
Cc1ccc(-c2nnn(CC(=O)N(CC(=O)NC3CCCC3)c3ccccc3F)n2)o1,6%[57.1 µM],17%[57.1 µM],9%,-4%,5%,-11,-1%,-1%,-4%
Cc1cccc(C2(c3cccc(C)c3)CC2C(=O)NCC2CCCO2)c1 (stereo unspecified),6%[57.1 µM],1%[57.1 µM],-36%,4%,9%,-3,0%,-4%,-2%
CCOc1ccc(NC(=O)CSc2nnc(Cn3cnc([N+](=O)[O-])n3)n2C)cc1,8%[57.1 µM],11%[57.1 µM],-11%,9%,12%,8,-1%,-4%,-9%
Cc1ccc(S(=O)(=O)N2C[C@@H]3CCCC[C@@H]3[C@@H](C)[C@H]2c2cn(Cc3ccccc3)c3ccccc23)cc1,1%,24%,-3%,-5%,-3%,-2,2%,-1%,-21%
CCOC(=O)c1c(C)[nH]c(C)c1C(=O)COC(=O)CNC(=O)C1CCCCC1,5%[57.1 µM],20%[57.1 µM],-23%,0%,6%,-3,-2%,-1%,-8%
Cc1cc(C)n(-c2ccc3cccc(NS(C)(=O)=O)c3n2)n1,0%[57.1 µM],36%[57.1 µM],-15%,3%,-6%,-8,-7%,-4%,-10%
O=C(NCc1ccco1)c1ccc2c(c1)N(Cc1ccc(Cl)cc1)C(=O)c1ccccc1S2,4%[57.1 µM],14%[57.1 µM],-10%,11%,4%,-9,-1%,-1%,-7%
COc1ccc(C)cc1S(=O)(=O)n1cnc2ccccc21,5%,15%,-7%,11%,-6%,3,?,-7%,-18%
CC1(C)CC(=O)C(C2C3=C(CC(C)(C)CC3=O)OC3=C2C(=O)CC(C)(C)C3)=C(O)C1,10%[57.1 µM],7%[57.1 µM],-6%,1%,-5%,-11,0%,-4%,13%
O=C(OCc1ccc(Br)cc1)c1cnc(Cl)c(Cl)c1,-12%[57.1 µM],25%[57.1 µM],-16%,10%,-13%,4,?,-5%,-5%
O=C(CN1C(=O)c2ccccc2C1=O)NC1CCCCC1,1%,8%,-1%,3%,-6%,1,-5%,-7%,-17%

# For convenience, some entries already given.
mol,TrxR1 substrate,TrxR1 inh,RGS4 inhibitor,mIDH1 inhibitor,Vif-APOBEC3F blk,LDHA inh,Vif-A3G inh,GRP78 ERSR act,USP1-UAF1 inh
CCOC(=O)c1c(C)[nH]c(C)c1C(=O)COC(=O)CNC(=O)C1CCCCC1,5%[57.1 µM],20%[57.1 µM],-23%,0%,6%,-3,-2%,-1%,-8%
Cc1cc(C)n(-c2ccc3cccc(NS(C)(=O)=O)c3n2)n1,0%[57.1 µM],36%[57.1 µM],-15%,3%,-6%,-8,-7%,-4%,-10%
O=C(NCc1ccco1)c1ccc2c(c1)N(Cc1ccc(Cl)cc1)C(=O)c1ccccc1S2,4%[57.1 µM],14%[57.1 µM],-10%,11%,4%,-9,-1%,-1%,-7%
COc1ccc(C)cc1S(=O)(=O)n1cnc2ccccc21,5%,15%,-7%,11%,-6%,3,?,-7%,-18%
CC1(C)CC(=O)C(C2C3=C(CC(C)(C)CC3=O)OC3=C2C(=O)CC(C)(C)C3)=C(O)C1,10%[57.1 µM],7%[57.1 µM],-6%,1%,-5%,-11,0%,-4%,13%
O=C(OCc1ccc(Br)cc1)c1cnc(Cl)c(Cl)c1,-12%[57.1 µM],25%[57.1 µM],-16%,10%,-13%,4,?,-5%,-5%
O=C(CN1C(=O)c2ccccc2C1=O)NC1CCCCC1,1%,8%,-1%,3%,-6%,1,-5%,-7%,-17%
